Assay outcomes: PubChem BioAssay, National Center for Advancing Translational Sciences (NCATS)
A-T KAP1 phos: potential ataxia-telangiectasia treatments restoring KAP-1 phosphorylation; […] A-T fibroblasts, KAP-1 phosphorylation AlphaLISA; neocarzinostatin DNA damage 30 min before lysis; Potency, µM (series often up to 57.5 µM), for inactives: at the top dose activation, most hits filed as activators; 320,000 tested, 0.19% active; further: potency means the concentration at half of the fitted maximal effect; % of control where 0% means no effect; nearly all actives have a fitted effect of over 45% in size
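hTERT-immortalized A-T patient fibroblasts ([…]), 500 cells/well in OPTI-MEM, 1% FBS, got compounds for 60 min, then NCS for 30 min at 37C. Lysates were then assayed for phospho-KAP-1 by AlphaLISA (anti-pKAP1 donor, anti-KAP1 acceptor beads), 6 hr at 25C.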
TRPV1 agonist: human TRPV1 agonism | TRPV1-expressing cells, Fluo-8 calcium influx, agonist mode | activation, % at 8.33 µM | 320,000 tested, 0.19% active; in the data active means activation above about 80%; inconclusive means between about 30% and that limit; further: 0% is about no effect
Target sequence (Q8NER1 whole entry, looked up): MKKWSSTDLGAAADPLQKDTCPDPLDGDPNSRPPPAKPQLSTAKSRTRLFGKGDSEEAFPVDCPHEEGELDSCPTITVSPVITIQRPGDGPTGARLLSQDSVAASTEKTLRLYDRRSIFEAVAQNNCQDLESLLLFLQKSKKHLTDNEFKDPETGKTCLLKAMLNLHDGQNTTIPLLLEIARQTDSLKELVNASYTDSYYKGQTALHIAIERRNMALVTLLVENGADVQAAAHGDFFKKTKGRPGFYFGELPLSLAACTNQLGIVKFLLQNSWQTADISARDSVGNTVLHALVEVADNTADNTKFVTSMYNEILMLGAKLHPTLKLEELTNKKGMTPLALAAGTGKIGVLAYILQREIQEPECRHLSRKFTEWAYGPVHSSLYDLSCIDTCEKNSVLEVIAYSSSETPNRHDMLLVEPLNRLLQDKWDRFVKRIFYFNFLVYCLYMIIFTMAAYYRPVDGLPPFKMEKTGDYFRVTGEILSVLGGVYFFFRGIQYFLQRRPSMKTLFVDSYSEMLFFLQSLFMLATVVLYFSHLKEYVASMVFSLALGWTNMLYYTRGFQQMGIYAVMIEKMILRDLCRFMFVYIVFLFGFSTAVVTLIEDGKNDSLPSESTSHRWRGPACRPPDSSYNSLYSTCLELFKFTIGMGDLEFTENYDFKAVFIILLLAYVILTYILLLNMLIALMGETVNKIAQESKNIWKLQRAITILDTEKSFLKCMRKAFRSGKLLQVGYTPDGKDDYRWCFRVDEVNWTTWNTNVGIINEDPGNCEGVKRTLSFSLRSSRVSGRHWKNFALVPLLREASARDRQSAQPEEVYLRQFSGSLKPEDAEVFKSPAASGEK
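TRPV1-expressing cells were cultured overnight at 35.5C and loaded with Fluo-8 calcium dye for 40 to 90 min at room temperature. After a 10 s baseline, compound was added and calcium influx was read kinetically for 3 min (ex 480/em 520 nm).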
BRCA1 expr up: BRCA1 expression activation. MCF7-BRCA1-FFLuc reporter, luminescence, 48 h; response scale: scaled: vehicle 0%, 10 µM genistein 100%. 380,000 tested, 1.1% active. AID 624202. Potency, µM (series often up to 46.1 µM), for inactives: top-dose activation, actives largely listed as activators; further: potency means the concentration at half of the fitted maximal effect; nearly all actives have a fitted effect of over 80% in size; some results filed as inactive show a strong effect at the top dose
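MCF7-BRCA1-FFLuc cells, 2000/well in phenol-red-free MEM, attached 2 h then treated 48 h at 37 C. Luciferase luminescence read 15 min after reagent; normalized to genistein maximum activation (10microM) and DMSO, concentration-response fitted.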
MLL CXXC-DNA inh: inhibitors of human MLL CXXC domain-DNA interaction. Q03164. MLL-CXXC / FITC-HOXA9 DNA fluorescence polarization. Potency, µM (top dose mostly 115 µM), without a hit: at the highest dose activity change, negative = inhibition, hits mostly inhibitors. 290,000 tested, 0.037% active. AID 2662; active means well fitted inhibition curve with a large enough effect in the polarisation, with a control signal flat, not every such curve was filed as active; inconclusive means small, poorly fitted or top-dose-only effect, or effect the other way, or a change in a side signal; inactive means no such curve, though single readings can be large or run the other way; the % refers to the polarisation; further: potency means the concentration at half of the fitted maximal effect
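Fluorescence polarization: 7 uM MLL-CXXC (stock) preincubated 5 min with compounds, then 50 nM fluorescein-HOX-A9 DNA (stock) added; 30 min ambient. Buffer 50 mM Tris-HCl pH 7.5, 50 mM NaCl, 1 mM DTT, 0.05% BSA.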
Integrin act MD: activates integrin-mediated alleviation for muscular dystrophy; alpha7betagal myoblasts, beta-gal FDG fluorescence, 48 h; Potency, µM (top dose mostly 38.3 µM), without a hit: at the top dose activation, usual class: activators; 350,000 tested, 0.064% active; AID 624291;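 further: potency means the concentration at half of the fitted maximal effect; 100% = response of the positive control SU9516; nearly all actives have a fitted effect of over 60% in size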
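alpha7betagal+/- myoblasts (passage 13, 250/well) treated 48 h at 37C with compounds at 1:260 dilution of DMSO stock. Lysed, then beta-galactosidase activity read as FDG fluorescence (ex 480/em 540) after 30 min, with pre-read for autofluorescence.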
ELG1 DNA repair: inhibitors of ELG1-dependent DNA repair in HEK293T cells | HEK293T ELG1-luciferase reporter, luminescence, 16 h; DNA damage induced by 5-fluorouridine | Potency, µM (doses to about 46.1 µM), inactives show at the top dose activity change, negative = inhibition, most hits filed as inhibitors | 330,000 tested, 2.3% active | AID 504467; further: potency means the concentration at half of the fitted maximal effect; on the % scale 0 is the no-effect control and ±100 the full control effect; nearly all actives have a fitted effect of over 55% in size
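In this reporter screen, reduction of luminescence relative to DMSO vehicle indicated activity. Compounds and 5-fluorouridine were added together to 2,000 cells per well, incubated for 16 hr at 37 °C, then developed with ONE-Glo.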
B2AR arrestin: agonists driving beta-arrestin recruitment to human beta2-adrenergic receptor. P07550. beta-arrestin recruitment to beta2AR, cell-based reporter. Potency, µM (doses to about 46.1 µM), for inactives: at the highest dose activation, actives largely listed as activators. 330,000 tested, 0.02% active. AID 492947;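 further: potency means the concentration at half of the fitted maximal effect; 0% = DMSO controls and full agonism = EC100 isoproterenol or metaproterenol; nearly all actives have a fitted effect of over 65% in size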
p53 reactivator: mutant p53 re-activation in reporter cells. 320,000 tested, 0.063% active. AID 504706. Potency, µM (highest dose often 92.2 µM), without a hit: at the highest dose activity change, positive = activation, hits mostly activators. H1299 p53-A138V BP100-luciferase reporter, luminescence, 24 h; further: potency means the concentration at half of the fitted maximal effect; % of control where 0% means no effect; nearly all actives have a fitted effect of over 45% in size
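H1299 (p53-null), stable ts p53-A138V + BP100-Luc; 1000 cells/well, Opti-MEM/10% FBS; cpd 4 pt, 1:5; 24 h, 37 deg C, 5% CO2; detection reagent 10 min RT; luminescence.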
TCR act: T cell receptor activation; Potency, µM (top dose mostly 9.22 µM), for inactives: top-dose activation of IL-2 secretion, usual class: activators; 330,000 tested, under 10 active; primary human leukocytes, anti-CD3, IL-2 HTRF, 48 h; further: % of control where 0% means no effect
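IL-2 produced over 48 hr by a-CD3 bead-stimulated primary human leukocytes exposed to compounds was detected with a homogeneous time-resolved FRET immunoassay, 665nm acceptor signal after 320nm excitation.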
PTAP TSG101 blk: blocks PTAP/TSG101 interaction to inhibit HIV-1 budding. 340,000 tested, under 10 active. Q99816. Fluorescence polarization, FITC-PTAP peptide / Tsg101 binding. Potency, µM (doses to about 115 µM), inactives show at the top dose activity change, negative = inhibition, hits mostly inhibitors; active means well fitted inhibition curve with a large enough effect in the main read-out, with a control signal flat, not every such curve was filed as active; inconclusive means small, poorly fitted or top-dose-only effect, or effect the other way, or a change in a side signal; inactive means no such curve, though single readings can be large or run the other way; further: potency means the concentration at half of the fitted maximal effect; % of control where 0% means no effect
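Fluorescence polarization binding of Tsg101 binding domain (10 uM final) to FITC-labeled PTAP peptide (50 nM final) in HEPES pH 7.5 buffer with NaCl, Tween 20, EDTA, TCEP. Compounds added before peptide; binding 20 min at RT.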
The depositor's hits bear a star; u = inconclusive; x = no result given; [ ] = dose if it differs, or a comment. Unless noted, the call rests on the fitted dose curve; in most records, active means well fitted curve in the direction sought with a large enough effect; inconclusive means small, poorly fitted or top-dose-only effect, or another doubt; inactive means no such curve, though single readings can be large; an effect the other way counts as inactive or inconclusive.

SMILES	A-T KAP1 phos	TRPV1 agonist	BRCA1 expr up	MLL CXXC-DNA inh	Integrin act MD	ELG1 DNA repair	B2AR arrestin	p53 reactivator	TCR act	PTAP TSG101 blk
COCCNC(=O)c1c(CSc2ccccc2)noc1C(=O)NCc1ccccc1	3%	-2	-13%	0%	0%	13%	0.3%	1%	8%	3%
Cc1c(CC(=O)N2CCN(C(=O)C3COc4ccccc4O3)CC2)c(=O)oc2cc(O)ccc12 (centres undefined)	5%	-1	-1%	-1%	-19%	0.73µM*	0.4%	7%	-2%	-3%
O=C(C1=C[C@@H](c2ccccc2)C[C@@H](OCc2ccc(CO)cc2)O1)N1CCCCCCC1	-11%	88*	-9%	u	-6%	-3%	-0.3%	-4%	7%	-6%
COC(=O)c1ccc(CNC(=O)COC(=O)c2cc(Cl)ccc2O)cc1	-8%	x	5%	x	19%	-1%	-0.2%	1%	x	-1%
CC1CC(CCC(=O)NC(=S)Nc2ccc(Cl)cn2)C(=O)O1 (centres undefined)	2%	1	-4%	-3%	-10%	12%	-0.3%	-6%	-5%	-1%
COCc1nn2c(N)c(C#N)cnc2c1-c1ccccc1	2%	0	89%	8%	u	-7%	-0.3%	-3%	7%	-7%
c1ccc(-c2nnc(N3CCN(c4ccccc4)CC3)nc2-c2ccccc2)cc1	-2%	u	0%	0%	4%	u	-0.3%	0%	-1%	-4%
S=c1[nH]nc(-c2cc(-c3ccccc3)n[nH]2)n1/N=C/C=C/c1ccccc1	-9%	x	20%	-3%	1%	u	-0.4%	2%	4%	1%
Cc1cc(NC2C3CC4CC(C3)CC2C4)n2nnnc2n1 (centres undefined)	3%	8	-3%	18%	5%	9%	0.0%	4%	13%	-5%
NS(=O)(=O)c1ccc(NC(=S)NC(=O)c2cccc(Br)c2)cc1	6%	0	20%	3%	5%	-8%	0.1%	-1%	7%	9%
CC(C)(C)NC(=O)Cn1ccc(=N)c2ccccc21	-9%	3	14%	-4%	1%	0%	0.3%	1%	-2%	-5%
O=C(NCCOc1ccccc1)C1Nc2ccc(C(F)(F)F)cc2C2c3ccccc3CC12 (centres undefined)	x	x	-66%	x	-38%[inhibitor]	x	x	x	3%	5%
COc1ccccc1CC1S/C(=N/N=C/c2ccco2)NC1=O (centres undefined)	1%	1	-20%	8%	19%	-5%	0.0%	-1%	6%	-3%
CC1(C)Cc2c(cnn2-c2ccc(F)cc2)C(NC(=O)CCc2ccncc2)C1 (centres undefined)	7%	29	61%	-1%	-15%	u	-0.2%	x	-8%	-8%
CSc1nc2ccc(Br)cc2[nH]1	2%	2	0%	8%	3%	-4%	-0.4%	-3%	-24%	-5%
COc1ccccc1-c1nnc(SCCN2CCOCC2)n1-c1ccc(C)cc1	4%	13	-25%	-2%	-18%	-4%	-0.1%	-6%	x	-11%
CCOc1ccccc1NC(=S)N1CCN(c2ccc(O)cc2)CC1	-1%	-1	-38%	u	8%	u	-0.6%	-3%	-2%	-2%
CCN(CC)S(=O)(=O)c1cccc(C(=O)Nc2ccccc2)c1	0%	26	3%	-2%	20%	u	-1.0%	6%	-1%	-2%
COc1cc([N+](=O)[O-])ccc1NC(=O)C[n+]1ccccc1C	-2%	-1	0%	1%	-6%	5%	-2.1%	-4%	-4%	-4%
CC(C)(C)OC(=O)N1CCCC(C(=O)Nc2ccc(C(=O)NCc3ccccc3)cc2)C1 (centres undefined)	x	x	-1%	x	20%	x	x	x	4%	-9%
CCC(c1nnnn1Cc1ccc(F)cc1)N1CCN(C)CC1 (centres undefined)	0%	-4	20%	-2%	32%	-8%	-1.0%	1%	6%	-7%
CCOc1ccc(N(CC)C(=O)Cc2c(C(=O)O)n(C)c3ccccc23)cc1	-3%	0	-8%	-11%	1%	1%	0.0%	-3%	6%	-4%
COc1ccc([C@@H]2OC2(C(N)=O)C(N)=O)cc1	-3%	1	-6%	-7%	9%	-3%	8.2%	-1%	-22%	-7%
O=C1c2cccnc2C(Nc2ccc(S(=O)(=O)N3CCCCC3)cc2)N1Cc1ccccc1 (centres undefined)	12%	-6	-16%	-2%	11%	u	0.2%	-3%	1%	-5%
COCCN(C(=O)CSc1nnc(C)n1Cc1ccccc1)c1c(N)n(Cc2ccccc2)c(=O)[nH]c1=O	1%	1	-6%	8%	2%	u	0.0%	0%	1%	-3%
CCC/C(=N\NC(=O)c1ccc(CSc2nncn2C)cc1)c1ccccc1	-1%	-8	8%	u	0%	-2%	-1.8%	-16%	-3%[46.1 µM]	-1%
COC(=O)c1ccc(C)c(NC(=O)CSc2nnc3ccccn23)c1	-4%	0	-1%	x	0%	17%	0.5%	-7%	1%	-6%
O=C1CC(N2CCN(c3ccc(F)cc3)CC2)C(=O)N1c1ccccc1 (centres undefined)	-3%	-4	-3%	11%	-4%	0%	-0.2%	-9%	6%	-4%
C/C(CC(=O)Nc1ccc2c(c1)OCCO2)=N\NC(=O)COc1ccccc1	6%	-1	-7%	20%	7%	u	0.2%	12%	-2%	-6%
COC(=O)CC1C(=O)NCCN1C(=O)CSc1nc2cc(Cl)ccc2o1 (centres undefined)	-3%	1	-2%	16%	-13%	-5%	-0.2%	-1%	-2%	-2%
Nc1ncc(CCN2CCOCC2)c(-c2ccc(F)cc2)n1	3%	-2	-1%	-17%	-3%	10%	-0.6%	-2%	1%	-7%
Nc1c(-c2ccc(Cl)cc2)cnn1C1CCS(=O)(=O)C1 (centres undefined)	9%	-1	-1%	4%	1%	0%	-2.1%	0%	-41%	-1%
CC1=NN(c2ccccc2)C(=O)/C1=C/c1c(O)n(-c2ccc(F)c(Cl)c2)[nH]c1=O	-3%	-1	u	5%	0%	u	-0.1%	u	-3%	-8%
COc1ccccc1NS(=O)(=O)c1ccc(C)c(C(=O)NC2=NCCS2)c1	0%	-1	-54%	x	3%	-1%	0.1%	7%	-1%	1%
Cc1c(CN2CCCCC2C)c(=O)n(-c2ccccc2)n1C (centres undefined)	3%	-1	1%	-2%	-18%	10%	0.1%	-2%	x	x
O=C(CNS(=O)(=O)c1ccccc1)NCC(=O)OCc1ccccc1F	5%	-1	8%	14%	-5%	6%	-0.1%	1%	-3%[46.1 µM]	-4%

A draw from above in order of SMILES length, descending.
SMILES	A-T KAP1 phos	TRPV1 agonist	BRCA1 expr up	MLL CXXC-DNA inh	Integrin act MD	ELG1 DNA repair	B2AR arrestin	p53 reactivator	TCR act	PTAP TSG101 blk
COCCN(C(=O)CSc1nnc(C)n1Cc1ccccc1)c1c(N)n(Cc2ccccc2)c(=O)[nH]c1=O	1%	1	-6%	8%	2%	u	0.0%	0%	1%	-3%
CC1=NN(c2ccccc2)C(=O)/C1=C/c1c(O)n(-c2ccc(F)c(Cl)c2)[nH]c1=O	-3%	-1	u	5%	0%	u	-0.1%	u	-3%	-8%
CCOc1ccc(N(CC)C(=O)Cc2c(C(=O)O)n(C)c3ccccc23)cc1	-3%	0	-8%	-11%	1%	1%	0.0%	-3%	6%	-4%
C/C(CC(=O)Nc1ccc2c(c1)OCCO2)=N\NC(=O)COc1ccccc1	6%	-1	-7%	20%	7%	u	0.2%	12%	-2%	-6%
O=C1CC(N2CCN(c3ccc(F)cc3)CC2)C(=O)N1c1ccccc1 (centres undefined)	-3%	-4	-3%	11%	-4%	0%	-0.2%	-9%	6%	-4%
O=C(CNS(=O)(=O)c1ccccc1)NCC(=O)OCc1ccccc1F	5%	-1	8%	14%	-5%	6%	-0.1%	1%	-3%[46.1 µM]	-4%
Cc1c(CN2CCCCC2C)c(=O)n(-c2ccccc2)n1C (centres undefined)	3%	-1	1%	-2%	-18%	10%	0.1%	-2%	x	x
CCC(c1nnnn1Cc1ccc(F)cc1)N1CCN(C)CC1 (centres undefined)	0%	-4	20%	-2%	32%	-8%	-1.0%	1%	6%	-7%
